CSN deneddyl inh: inhibitors of CSN-mediated cullin deneddylation, primary screen, biochemical, fluorescence polarization, uHTS. Purified CSN, SCF-Nedd8-OG deneddylation. 360,000 tested, 0.38% active. AID 651999, 2013. inhibition, % at 12.5 µM. COP9 signalosome complex subunit 5 (Homo sapiens), Q92905;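 active = pattern-corrected inhibition above about 35%, with an unprinted fluorescence ratio check between 0.5 and 1.5, limit read from the data, passing the limit was not always enough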;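 also: 0% = enzyme with substrate and 100% = substrate without enzyme; some results filed as inactive read as strong as hits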
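test system = HEK293T-derived human Csn5 enzyme | amount = 0.24 nM Csn5 enzyme, final concentration | medium = Tris/NaCl/DTT buffer, pH 7.5 | schedule = 90 min reaction at room temperature | signal = FP | evaluation = inhibition of Csn5 cleavage, % | compound dosing = single dose of 12.5 µM compound with 0.25% DMSO | probe or stimulus = 10 nM SCFSkp2-Nedd8OG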
MT1-MMP act inh: blockers of MT1-MMP proenzyme processing, primary screen, HT1080 RFP-PRO-GFP cells, GFP/RFP fluorescence; Matrix metalloproteinase-14 (Homo sapiens), P50281; GFP/RFP ratio fluorescence, overnight; percent of plate control window, DMSO zero; GFP/RFP ratio change, % at 20 µM; 360,000 tested, 0.061% active; AID 651647, 2012;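 active = GFP/RFP ratio change of at least 30% with cell ATP level not reduced by more than half and red fluorescence within 50% of control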; also: strong numbers were not always called active
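Assay system – RFP-PRO-GFP reporter HT1080 cells · Compound dosing – single dose of 20 µM compound, 1% DMSO final · Incubation – overnight compound exposure at 37 °C · Measure – GFP/RFP fluorescence ratio · Benchmarks – DMSO wells and RFP-L50D-GFP cells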
Rpn11 block: Rpn11 (PSMD14) deubiquitinase inhibitors, primary screen, biochemical, fluorescence polarization, uHTS; 26S proteasome non-ATPase regulatory subunit 14 (Homo sapiens), O00487; human 26S proteasome, Ub4-pepOG fluorescence polarization; 20S core pre-blocked with epoxomicin; calls only at 20 µM; 360,000 tested, 0.59% active;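 active = inhibition at 20 µM, scaled to each plate's controls, above about 33%, limit read from the data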
SKN-1 inh: suppressors of acrylamide-induced Pgst-4::GFP reporter in worms, primary screen, SKN-1 inhibitor project, whole organism, uHTS, GFP/RFP fluorescence ratio, strain VP596 | C. elegans VP596 Pgst-4::GFP/RFP ratio, 24 h | inhibition, % at 21.8 µM | 360,000 tested, 0.49% active | AID 624304, 2012;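 active = interference check ratio from 0.5 to 1.5 plus GFP to RFP signal ratio inhibition reaching or exceeding a fixed threshold, cut at about 30% in these data, passing the limit was not always enough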; also: some compounds called inactive have numbers as strong as hits
PABP1 MLLE inh: inhibitors of PABP1 MLLE–PAM2 peptide binding, primary screen, biochemical, fluorescence polarization, FITC-PAM2, GST-MLLE; inhibition, % at 20 µM; 360,000 tested, 0.36% active; AID 588489, 2011; in the data active = inhibition above about 35%, passing the limit was not always enough;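 also: plate controls were DMSO wells with GST-MLLE for no effect and wells lacking GST-MLLE protein for full effect; some results filed as inactive read as strong as hits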
NadD block: inhibitors of S. aureus NadD, primary screen, biochemical, colorimetric, uHTS; Nicotinate-nucleotide adenylyltransferase NadD (Staphylococcus aureus N315); purified NadD enzyme, colorimetric absorbance read-out; inhibition, % at 20 µM; 360,000 tested, 0.78% active; AID 602399, 2012; in the data active = inhibition above about 26%; also: some compounds past the cut are filed as inactive
FAS-TE inh: FAS thioesterase domain inhibitors, primary screen, biochemical, fluorescence intensity, uHTS; 360,000 tested, 0.67% active; Fatty acid synthase (Homo sapiens), P49327; recombinant FAS-TE, OMFH fluorogenic substrate, fluorescence endpoint; inhibition, % at 15 µM;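 active = compounds whose normalised, plate-corrected inhibition of enzyme fluorescence in the single-dose primary screen is 50% or more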;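 also: 0% = DMSO with enzyme and 100% = substrate without enzyme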
Rin1 Abl inh: inhibitors of Rin1-Abl protein binding, primary screen, biochemical, TR-FRET; 360,000 tested, 0.4% active; Tyrosine-protein kinase ABL1 (Homo sapiens) + Ras and Rab interactor 1 (Homo sapiens), …; inhibition, % at 7.35 µM; in the data active = inhibition above about 5%, passing the limit was not always enough
Neddylation inh: inhibitors of cullin neddylation, primary screen, biochemical, TR-FRET, uHTS, NAE and Ubc12; NEDD8-conjugating enzyme Ubc12 (Homo sapiens) + NEDD8-activating enzyme E1 regulatory …; calls only at 25 µM; 360,000 tested, 0.58% active; in the data active = inhibition above about 36%
Numbers without * were called inactive; i = inactive; / = not tested or not shown. An unsorted share of the library; about 3.9% have a hit in one of these screens.

SMILES	CSN deneddyl inh	MT1-MMP act inh	Rpn11 block	SKN-1 inh	PABP1 MLLE inh	NadD block	FAS-TE inh	Rin1 Abl inh	Neddylation inh
Cc1ccc(S(=O)(=O)c2nc(-c3ccccc3F)oc2N2CC(C)OC(C)C2)cc1 (stereo not drawn)	-1	-9	i	2	5	-2	19	-2	i
Cc1cc(NC(=O)CCC(=O)N(Cc2ccco2)C(C)(C)C(=O)NC2CCCCC2)no1	-6	-2	i	-16	7	-3	-2	2	i
CCCc1c(C)nn(-c2ncccc2[N+](=O)[O-])c1C	3	4	i	3	-1	0	0	-2	i
CC(C)(C)Cc1c(C2CCCCC2)nc2ccc(Br)cn12	1	-6	i	-9	-9	5	14	3	i
CN(C)c1cc[n+](CC(=O)Nc2ccc(OC(F)F)cc2)cc1	0	-1	i	-4	-101	-6	-8	1	i
CCCn1cnc2cc(NCc3cccs3)ccc21	-3	3	i	-3	-10	-10	-7	-3	i
O=C(CSc1ccc(F)cc1)NC(=O)c1ccccc1	2	3	i	8	15	4	-3	-3	i
Cc1cc(C)c(NS(=O)(=O)c2cccc3cccnc23)c(C)c1	-8	0	i	3	-9	-1	7	0	i
COc1cccc(CNC(=O)CSc2nc3c(oc4ccccc43)c(=O)n2CC2CCCO2)c1 (stereo not drawn)	0	-4	i	-6	0	-8	-1	2	i
COc1cc2c(cc1OC)CN(CCOc1ccc(Br)cc1)CC2	3	1	i	-4	12	-3	9	-2	i
CCCC(=O)C1=C(O)C(C(=O)OC)C(C)(C)CC1=NCCc1ccccc1 (stereo not drawn)	-5	-1	i	5	-1	-4	8	1	i
COc1cccc(/C(O)=C2/C(=O)C(=O)N(c3ccccn3)C2c2ccc(OC)c(OC)c2)c1 (stereo not drawn)	-2	2	i	-18	-7	3	-9	0	i
NC(=S)NC1CC2CC1C1C=CCC21 (stereo not drawn)	2	1	i	7	-94	3	-6	0	i
Cc1ccc(Cn2nc(C)c(NC(=O)C3(C)CC3(Br)Br)c2C)cc1 (stereo not drawn)	-1	0	i	13	3	-3	-1	1	i
COc1ccc(NC(=O)CN(C)C(=O)C(CCSC)NC(=O)c2ccccc2)cc1 (stereo not drawn)	3	1	i	1	15	-4	-2	2	i
CCN(c1ccccc1)S(=O)(=O)c1ccc(Cl)c(NC(=O)c2ccc(=O)[nH]n2)c1	6	-2	i	-23	-23	3	-9	-1	i
O=C(CN1CCOCC1)NN=C(c1ccccc1)c1ccccc1	8	0	i	-3	8	1	-7	1	i
CN(Cc1nccs1)C(=O)c1ccc(OC2CCN(CCc3ccccc3)CC2)cc1	-3	2	i	-16	-4	2	-4	3	i
CCN(CC)c1ccc(Nc2nc(N3CCOCC3)c3ccccc3n2)cc1	-1	2	i	15	-11	-7	5	-9	i
Cc1cccc(C)c1-n1nnnc1C1c2ccccc2C(=O)N1CCC(C)C (stereo not drawn)	3	-1	/	-2	/	-4	6	/	i
CCOC(=O)C1CCN(c2cc3c(cc2NC(=O)c2ccc(OC)c(OC)c2)n(C)c(=O)n3C)CC1	10	3	i	5	11	-3	12	3	i
CC1(c2ccc(OC(F)F)cc2)NC(=O)N(CC(=O)N2CCN(C(=O)c3ccco3)CC2)C1=O (stereo not drawn)	-1	3	i	-1	7	1	-7	1	i
Cc1oc(C(N)=O)nc1-c1ccccc1	-3	-1	i	-12	9	-6	-4	0	i
CCOCCCNC(=O)Cn1cc2c(n1)-c1c(oc(C(=O)N3CCCC3)c1C)CC2	2	3	i	7	1	-2	-6	0	i
Cc1cc(NC(=O)CSc2[nH]c(=O)cc(C(F)(F)F)c2C#N)no1	-2	1	i	-17	-3	4	-2	3	i
COc1ccc(N(CC(=O)Nc2cccc(N(C)S(C)(=O)=O)c2)S(=O)(=O)c2ccc(C)cc2)cc1	5	1	i	-5	-4	2	7	1	i
COc1ccc(C(CNC(=O)c2ccc(Cl)c(NC(=O)c3cccs3)c2)N2CCCC2)cc1 (stereo not drawn)	2	0	i	6	2	-6	-1	-1	i
Cc1ccccc1C(=O)Nc1ccc(N2CCN(C(=O)c3ccco3)CC2)cc1	0	-2	i	25	2	-6	-4	0	i
Cc1ccc(NC2=CC(=O)C(=O)c3ccccc32)cc1	8	11	i	23	6	7	9	-10	i
CCn1c(CCNC(=O)c2ccc(OC)cc2)nnc1SCc1ccc(Cl)c(Cl)c1	-5	-5	i	4	2	-2	19	1	i
CC1(C)CC(NC(=O)c2ccc3c(c2)OCO3)CC(C)(C)N1	-4	3	i	-14	2	-1	-6	2	i
CCOC(=O)C1=CN(Cc2cccc(F)c2)S(=O)(=O)N(CC)C1c1cccc(OC)c1 (stereo not drawn)	0	-4	i	10	-14	-8	24	2	i
CC(C)(C)NC(=O)COC(=O)CNC(=O)c1cc(Cl)cc([N+](=O)[O-])c1	-5	2	i	3	-6	-5	-5	1	i
Cc1ccc(S(=O)(=O)N2CCC(C(=O)N3CCCCCCC3)CC2)cc1	-5	-7	i	-14	4	-9	-1	3	i
Cc1ccc(NC(=O)Nc2ccc3c(c2)nnn3C)cc1C	2	5	i	9	7	5	-2	1	i
CCC(C)NC(=O)CSC1=Nc2ccccc2C2=NC(CC(=O)NCc3ccccc3)C(=O)N12 (stereo not drawn)	-7	-3	i	-4	-20	11	-10	-3	i
COc1cc2c(cc1NC(=O)CN(C)Cc1cccc(OC)c1OC)oc1ccccc12	5	-6	i	7	-15	5	30	1	i
CCc1ccc(N=C2N=C(N)c3ccccc32)cc1	3	2	i	0	-30	-8	-46	-1	i
Cc1ccc(NC(=O)CS(=O)CC(=O)N(CC(=O)NC2CCCC2)c2cccc(C)c2C)cc1 (stereo not drawn)	2	3	i	9	2	-1	-3	1	i
O=C(NC1CCCCC1)n1c(=O)oc2ccc(Cl)cc21	-3	0	i	-13	14	-9	19	-4	i

2 compounds from above, reduced to Rpn11 block and PABP1 MLLE inh.
Structure | Rpn11 block | PABP1 MLLE inh
CCc1ccc(N=C2N=C(N)c3ccccc32)cc1 | i | -30
Cc1ccc(NC(=O)Nc2ccc3c(c2)nnn3C)cc1C | i | 7

Next section
SMILES	CSN deneddyl inh	MT1-MMP act inh	Rpn11 block	SKN-1 inh	PABP1 MLLE inh	NadD block	FAS-TE inh	Rin1 Abl inh	Neddylation inh
O=C(O)C1CC(=O)N(CCOc2ccccc2)C1 (stereo not drawn)	-3	-1	i	-17	4	5	-6	0	i
CCCC(C)C(=O)Nc1nc(C)c(-c2csc(Nc3cc(Cl)ccc3C)n2)s1 (stereo not drawn)	3	2	i	10	-5	28*	7	2	i
Cc1ccc2nc3c(cc(S(=O)(=O)c4ccccc4)c(=N)n3Cc3ccco3)c(=O)n2c1	4	-19	i	-6	-11	31*	24	-4	/
O=C1NC(=S)N/C1=C/c1cccc2ccccc12	1	-6	i	0	0	4	-3	-4	i
Cc1ccc(C(=O)Nc2sc3c(c2C(=O)NCc2ccco2)CCCC3)cc1	2	-2	i	-6	-2	3	21	0	/
O=C(CNC(=O)c1sc2ccccc2c1Cl)NCc1ccc(F)cc1	-1	2	i	-2	10	-2	-5	-6	i
CCOc1cc(C)c(Cl)cc1S(=O)(=O)n1nnc2ccccc21	-4	-10	i	13	-11	0	-8	-4	i
Cc1ccc(-n2c(SCC(N)=O)nc3c(oc4ccccc43)c2=O)cc1	3	-1	i	12	6	-6	-3	2	i
Cc1ccc(NC(=O)c2ccccc2F)cc1S(=O)(=O)N1CCCCCC1	-2	-5	i	6	-7	-13	21	-4	i
CCOC(=O)C(CC(C)C)CP(=O)(O)CNC(=O)OCc1ccccc1 (stereo not drawn)	1	5	i	4	0	-3	-11	4	i
Cn1cc(S(=O)(=O)N2CCCC2)cc1C(=O)NCc1ccccc1	1	6	i	-8	6	0	-4	0	i
Cc1ccc(NC(=S)N2CCCC(CO)C2)c(C)c1 (stereo not drawn)	5	4	i	0	-64	2	-9	0	i
Cc1cccc(CN(CC(=O)N/N=C/c2cccs2)S(=O)(=O)c2ccc(Cl)cc2)c1	4	-1	i	15	8	3	24	-5	i
O=C(CCC(=O)N1CCN(Cc2ccc(F)cc2)CC1)Nc1nnc(C2CCCCC2)s1	0	3	i	10	11	-6	-2	5	i
Cc1ccc(OCCC(=O)NNC(=O)c2ccncc2)cc1	-1	-10	i	5	4	-2	-3	-2	i
C#CCOCCOCCOCCNc1nc(N2CCN(C(=O)CCCCCCCCCCNC(=O)[C@H](CCCCN)n3cc(CCCC(=O)O)nn3)CC2)nc(N2CCN(C(=O)CCCCCCCCCCNC(=O)[C@@H]([C@H](C)O)n3cc(C)nn3)CC2)n1	-3	2	i	11	7	9	-5	5	i
C=CCn1cn[nH]c1=S	1	-2	i	1	11	4	-2	2	i
COc1ccccc1CNC(=O)COC(=O)/C=C/c1cccs1	5	2	i	4	3	-5	-8	-1	i
COc1ccc(OC)c(N2CC(O)=C(c3nc4ccccc4s3)C2=N)c1	-7	2	i	-1	4	-2	9	-1	i
CCC(=O)/C=C1/Sc2ccccc2N1CC	5	2	i	4	20	0	-7	1	i

Quoted from the listing.
`O=C(CCC(=O)N1CCN(Cc2ccc(F)cc2)CC1)Nc1nnc(C2CCCCC2)s1` – SKN-1 inh: 10
`Cc1cccc(CN(CC(=O)N/N=C/c2cccs2)S(=O)(=O)c2ccc(Cl)cc2)c1` – MT1-MMP act inh: -1
`COc1ccc(OC)c(N2CC(O)=C(c3nc4ccccc4s3)C2=N)c1` – Rin1 Abl inh: -1

The list continues.
SMILES	CSN deneddyl inh	MT1-MMP act inh	Rpn11 block	SKN-1 inh	PABP1 MLLE inh	NadD block	FAS-TE inh	Rin1 Abl inh	Neddylation inh
COc1ccc(CCNC(=O)c2ccc3c(c2)N(Cc2ccc(F)cc2)CCS3)c(OC)c1	0	-8	i	7	12	-6	23	-3	i
Cc1cc(Cl)ccc1OC(C)C(=O)OCC(=O)Nc1ccc2[nH]c(=O)[nH]c2c1 (stereo not drawn)	-7	2	i	7	5	-2	-2	1	i
FCCCOc1ccc(/C=N/OCc2ccc(Cl)cc2)cc1	-1	-5	i	42*	4	9	26	-3	i
O=C(NC(=S)Nc1ccc(N2CCOCC2)c(Cl)c1)c1cncc(Br)c1	-15	-1	i	7	30	0	6	-1	i
CC1CCN(S(=O)(=O)c2nnc(NC(=O)c3cccc(Cl)c3)s2)CC1	3	14	i	-5	-67	4	8	1	i
CN(C)C(CNC(=O)c1cccc(S(=O)(=O)NCc2ccccc2)c1)c1ccco1 (stereo not drawn)	2	2	i	9	-8	-2	-4	6	i
COC(=O)CC1SCCNC1=O (stereo not drawn)	8	1	i	3	16	-3	-10	4	i
Cc1cc2c(C)nc(N/N=C/c3ccc([N+](=O)[O-])cc3)nc2o1	15	7	i	9	-56	-6	1	-3	i

Compound activity as filed in PubChem BioAssay.
